Mtb RmlCD inh: blocks M. tuberculosis RmlC and RmlD coupled enzymes; P9WH09+P9WH11; RmlC+RmlD coupled enzyme assay, percent inhibition; primary screen in compound mixtures; inhibition, % at 3.6 µM; 160,000 compounds, 0.03% hits; AID 1533; in the data active = inhibition mostly above about 34%, no sharp cut-off; also: some results filed as inactive read as strong as hits
Target sequence (P9WH09 whole entry, looked up): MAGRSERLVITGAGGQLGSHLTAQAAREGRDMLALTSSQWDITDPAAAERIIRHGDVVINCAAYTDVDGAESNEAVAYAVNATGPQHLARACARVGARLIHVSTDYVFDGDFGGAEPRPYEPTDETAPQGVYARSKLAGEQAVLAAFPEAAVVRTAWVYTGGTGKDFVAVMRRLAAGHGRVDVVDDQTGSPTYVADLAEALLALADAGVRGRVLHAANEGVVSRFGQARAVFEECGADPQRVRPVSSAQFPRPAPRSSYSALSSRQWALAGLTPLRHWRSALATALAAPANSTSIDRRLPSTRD
Target sequence (P9WH11 whole entry, looked up): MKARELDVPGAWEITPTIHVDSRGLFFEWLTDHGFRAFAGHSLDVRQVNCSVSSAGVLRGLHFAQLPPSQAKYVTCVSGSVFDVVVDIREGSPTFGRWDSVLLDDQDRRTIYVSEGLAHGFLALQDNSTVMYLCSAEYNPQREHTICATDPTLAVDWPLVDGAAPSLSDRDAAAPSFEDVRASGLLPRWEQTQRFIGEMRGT
M. tuberculosis GlmU: inhibition of mycobacterial GlmU enzyme – biochemical, glucosamine-1-phosphate acetyltransferase (AID 1376); M. tuberculosis GlmU acetyltransferase enzyme assay; higher % means a stronger effect; one-dose inhibition, %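 (tested at 30 µM in the primary screen)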; IC50 in µM for titrated hits; 220,000 compounds, 0.25% hits; in the data active = inhibition above about 13%;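 also: 0% = complete reaction with vehicle and 100% = reaction without substrate; strong numbers were not always called active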
Starred values were filed as active, the others as inactive; x = no result given.

SMILES | Mtb RmlCD inh | M. tuberculosis GlmU
O=S(=O)(Nc1ccc(F)cc1)c1ccc(NC(=S)Nc2ccccc2)cc1 | 29 | x
CC1CN(c2nc3ccccc3nc2C(C#N)C(=O)OC2CCCCC2)CC(C)O1 (stereo not given) | -14 | 2.5%
Cc1cc(Cl)ccc1OCCCC(=O)OCC(N)=O | x | 1.2%
COc1ccc(C(C(=O)NCc2ccccc2)N(Cc2ccco2)C(=O)c2cnccn2)cc1 (stereo not given) | 1 | 2.5%
Cc1ccc2c(c1)c(N=NC(N)=S)c(O)n2Cc1ccccc1 | 2 | -1.2%
O=C(NCc1cccnc1)c1cc(Cl)ccc1[N+](=O)[O-] | 8 | -6.3%
CC1CC(CCC(=O)NC(=S)Nc2ccc(S(N)(=O)=O)cc2)C(=O)O1 (stereo not given) | -7 | 0.2%
NNC(=O)c1nc(-c2cccc(-n3cccc3)c2)no1 | 8 | 4.0%
Cc1nc(CSc2ccc(Cl)cc2)cc(N2CCOCC2)n1 | -6 | 1.1%
COC(=O)c1[nH]c(C)c(/C(O)=C2\C(=O)C(=O)N(CCN3CCOCC3)C2c2cccnc2)c1C (stereo not given) | -6 | -1.1%
Cc1cccc(N2C(=O)C(Cl)=C(N3CCOCC3)C2=O)c1 | -1 | -2.7%
CC1=CC(C)(C)NC(=S)N1c1cccc2ccccc12 | x | -0.8%
CCCCS(=O)(=O)N1CCN(C(=N)N[N+](=O)[O-])CC1 | -14 | 9.0%
Oc1ccccc1N1CCN(c2ncccn2)CC1 | 26 | 1.1%
CCOC(=O)c1cn(CC(=O)Nc2ccc(OC)cc2OC)nn1 | -3 | -0.9%
COc1cc2c(C(=O)N3CCN(c4ccccc4)CC3)c(C)oc2cc1Br | 1 | -0.1%
C(=C\c1ccccn1)/c1cccnc1 | -14 | -1.1%
CCCNS(=O)(=O)c1ccc(OCC(=O)Nc2ccccc2F)cc1 | 0 | 0.1%
NNC(=S)Nc1ccc(OC(F)(F)F)cc1 | 0 | 0.4%
COc1ccc(OC)c(C(=O)c2coc3ccc(O)cc23)c1 | x | -0.5%
Cc1ncsc1C(=O)N1N=C2/C(=C/c3ccc(N4CCOCC4)cc3)CCCC2C1c1ccc(N2CCOCC2)cc1 (stereo not given) | 1 | 0.4%
COc1ccc(Cl)cc1NC(=O)NC(C)c1ccncc1 (stereo not given) | x | 13%*
COc1ccc(CSCC(=O)N/N=C/c2ccccc2OCc2ccccc2)cc1 | 29 | 0.4%
CCOC(=O)c1cc(-c2ccccc2)n(CC(=O)Nc2ccc(OC)c(OC)c2)c1C | -6 | 1.9%
c1ccc2c(c1)CC/C2=N/Nc1nc2ccccc2[nH]1 | x | -7.9%
The list goes on:
SMILES | Mtb RmlCD inh | M. tuberculosis GlmU
O=C(c1cc(-c2ccccc2)on1)N1CCCc2ccccc21 | 12 | 1.1%
CCCc1nc(SCc2ccccn2)c2c(=O)n(C)c(=O)n(C)c2n1 | -7 | 1.3%
Cc1cccc(CSc2nc3c(cc2C#N)CN(C)CC3)c1 | 8 | -4.0%
CCc1ccc(C(=O)N2CCCC2)s1 | x | 1.4%
COc1ccc(NC(=O)c2ccc(NC(=O)CN(C)CC(=O)Nc3c(C)cccc3C)cc2)cc1 | 13 | -6.2%
COC(=O)c1ccc(COc2cccc3c2CCN(Cc2cccc(C)c2)C3=O)o1 | 4 | 1.8%
C=CCNC(=S)Nc1cccc(NC(=S)NCC=C)c1 | x | 0.2%
Cc1ccccc1OCC(=O)Nc1nnc(C2CCCCC2)s1 | 6 | 4.2%
Cc1nc2c(-c3ccc(F)cc3)c(C)nn2c(C)c1CCC(=O)NCc1ccco1 | -5 | 5.3%
Cc1ccc2cc(C(c3nnnn3C3CCCC3)N3CCN(c4ccccc4)CC3)c(=O)[nH]c2c1 (stereo not given) | -10 | x
C=CCNC(=O)C1CCN(S(=O)(=O)c2ccc(Br)cc2)CC1 | 25 | -0.4%
CCn1c(COc2ccccc2)nc2ccccc21 | x | 1.0%
COc1ccccc1N1CCN(C(c2ccccn2)c2nnnn2C2CCCCC2)CC1 (stereo not given) | 1 | 1.7%
COc1ccc(N2CCN(c3nc(Cl)nc(Nc4ccc(F)cc4)n3)CC2)cc1 | x | 7.9%
CCC(C)NC(=O)c1ccc(C(=O)c2ccccc2)cc1 (stereo not given) | -8 | 2.2%
Cn1cc(Cl)c(C(=O)NC2CCCCCC2)n1 | x | 0.8%
Cc1cc(C)c2nc(SCCC#N)nc(C)c2c1 | -6 | 1.3%
COc1ccccc1Nc1nc(-c2ccc([N+](=O)[O-])cc2)nc2ccccc12 | x | -0.5%
O=[N+]([O-])c1cccc(C=Nc2cc3c(cc2Br)OCCO3)c1 | 23 | 2.2%
CCn1c(=O)cc(SCC(=O)Nc2cccnc2)c2ccccc21 | 1 | 5.0%
CCOC(=O)N1CCN(c2cc(N3CCN(CC)CC3)c(F)cc2[N+](=O)[O-])CC1C (stereo not given) | 23 | -5.2%
COc1nc(N2CCCC2)nc(-n2nnc(C(C)=O)c2C)n1 | 11 | 5.6%
O=C(Cc1ccccc1)NCCC1=CCCCC1 | x | 3.3%
COc1ccc(Nc2nc(-c3ccccc3)c3ccccc3n2)cc1 | 15 | -3.8%
Cc1ccc(-n2nc3cc(C)c(NC(=O)c4cccnc4)cc3n2)cc1 | x | -3.7%

Profiles as entered above. Order of values: Mtb RmlCD inh, M. tuberculosis GlmU
O=C(Cc1ccccc1)NCCC1=CCCCC1 in the list: x, 3.3%
CCC(C)NC(=O)c1ccc(C(=O)c2ccccc2)cc1 (stereo not given) in the list: -8, 2.2%
Cn1cc(Cl)c(C(=O)NC2CCCCCC2)n1 in the list: x, 0.8%
COC(=O)c1ccc(COc2cccc3c2CCN(Cc2cccc(C)c2)C3=O)o1 in the list: 4, 1.8%
COc1nc(N2CCCC2)nc(-n2nnc(C(C)=O)c2C)n1 in the list: 11, 5.6%

Next entries.
SMILES | Mtb RmlCD inh | M. tuberculosis GlmU
O=C(COc1ccc(/C=N/NC(=O)c2ccccc2O)cc1)Nc1ccc([N+](=O)[O-])cc1 | 5 | 2.6%
CC(C)(C)c1ccc(C(CC(=O)O)NC(=O)CSc2ccccc2)cc1 (stereo not given) | 9 | -2.3%
CCOC(=O)C(C)(C)N(Cc1ccccc1C)S(=O)(=O)c1ccc(Cl)c([N+](=O)[O-])c1 | x | 2.4%
COc1cc(O)c(CCO)c2c1C(=O)C[C@@H](C)O2 | 0 | 0.9%
C/C(=N\Nc1nc(N2CCCCC2)nc(N2CCOCC2)n1)c1cccs1 | 9 | 6.0%
COc1ccc(N2CCN(C(=O)Cn3cnc4c(cnn4-c4ccc(C)cc4)c3=O)CC2)cc1 | 12 | -3.5%
CC(C)C(C(=O)Nc1cccnc1)N1C(=O)c2ccccc2C1=O (stereo not given) | x | -2.3%
C=CCNC(=S)NNC(=O)c1ccc(OCC)cc1 | 7 | x
CC(C)(Nc1ccccc1)C(=O)c1ccccc1 | -3 | -6.1%
Cc1cccc(NC(=O)CN(C)S(=O)(=O)c2ccc(Cl)cc2)n1 | -7 | -0.4%
CCCOc1ccc(C2C(C#N)=C(N)Oc3nc[nH]c(=O)c32)cc1OC (stereo not given) | x | 5.1%
NC(=O)C1CCN(c2ccnc3cc(Cl)ccc23)CC1 | x | 3.7%
COc1ccc(CCN=C(N)NS(=O)(=O)c2ccc(C)c(C)c2)cc1 | 36 | 3.3%
CCOc1ccc(N2CCc3c(C)nc(SC)nc32)cc1 | 8 | -1.7%
CC(=O)Nc1nc(CC(C)C)cc(-c2ccccc2)c1C#N | x | 3.0%
Cc1ccc(C)c(OC(=O)c2ccncc2)c1 | -6 | 0.8%
C=CCN1C=C2C(=O)C(C)(OC(=O)CC)C(=O)C=C2C=C1CCCC (stereo not given) | -10 | 2.9%
COc1ccccc1C1C=C(c2ccc(Cl)cc2)Nc2nc(NS(C)(=O)=O)nn21 (stereo not given) | -6 | 0.4%
O=c1c2cc(-c3ccccc3)sc2nc2n1CCC2 | 0 | 2.4%
Nc1cccc(Oc2c(F)c(F)c(Oc3cccc(N)c3)c(F)c2F)c1 | 7 | 4.3%
CCCCN1C(=O)N(C)C2C1N(C)C(=O)N2CCCC (stereo not given) | -10 | -0.3%
COc1ccc(CCNC2CC(=O)N(CCc3ccccc3)C2=O)cc1OC (stereo not given) | x | 6.5%
O=c1c2cc(Br)ccc2nc(-c2ccc([N+](=O)[O-])cc2)n1O | -5 | 1.3%
Cc1cccc(OCC(=O)Nc2cccc(C(=O)Nc3ccccc3C(=O)O)c2)c1 | x | 7.5%
CCOC(=O)c1c(-c2ccc(C)s2)csc1N | x | -1.4%
New compounds follow
SMILES | Mtb RmlCD inh | M. tuberculosis GlmU
CC(C)CNS(=O)(=O)c1cc(C(=O)O)c(Cl)cc1Cl | 7 | -2.1%
CCCCOc1[nH]c2nc(-c3ccco3)n(Cc3ccco3)c(=N)c2c1C#N | 6 | 3.7%
C(#CCN1CCOCC1)COCCCOC(c1ccccc1)c1ccccc1 | 10 | 1.8%
O=C(CSCc1nc2ccccc2[nH]1)Nc1ccccc1 | 7 | -0.1%
CCN(CC)CCOC(=O)c1ccc(N/C=C(/C#N)c2nc(-c3cccc(OC)c3)cs2)cc1 | 9 | -9.8%
CCOc1ccc2nc(N/C(N)=N/C(=S)Nc3cccc(C)c3)nc(C)c2c1 | -4 | 2.6%
CCOC(=O)Cc1csc(NC(=O)CSc2nnnn2-c2ccc(CC)cc2)n1 | 2 | 2.1%
COCCCNC(=O)c1c[nH]c2ccc(S(=O)(=O)N3CCc4ccccc43)cc2c1=O | -7 | -0.4%
Brc1ccc(Sc2cnc3ccccc3n2)cc1 | 11 | 0.5%
O=C(c1ccc2c(c1)OCCO2)N1CCN(Cc2ccccc2)CC1 | -10 | 0.6%
CC(C)Cn1c(=O)c2ccccc2n2c(SCC(=O)N3c4ccccc4CC3C)nnc12 (stereo not given) | 2 | 2.0%
CN1CCN(CC(=O)Nc2ccc(Cl)cc2C(=O)c2ccccc2)CC1 | x | -1.7%
O=C(O)COc1ccccc1/C=N/Nc1ccc(S(=O)(=O)Nc2ccc(Cl)cc2)cc1[N+](=O)[O-] | 34 | 1.5%
COc1ccc(NC(=O)CSc2nc(N)c3cc4c(nc3n2)CCCC4)c(OC)c1 | -3 | 2.7%
COc1ccc2nc(Nc3nc(CSc4nnnn4-c4ccccc4)cc(=O)[nH]3)nc(C)c2c1 | 12 | 6.2%
O=C(NCc1ccccc1)C1COc2ccccc2O1 (stereo not given) | x | -0.9%
COC(=O)C1=C(C)N(C)C(=O)NC1c1cc(Cl)c(O)c(OC)c1 (stereo not given) | -5 | -4.5%
CCOC(=O)C(Cc1c[nH]c2ccccc12)NC(=O)c1ccco1 (stereo not given) | x | -4.0%
Cc1cc2nc(CN(C)Cc3c(C(=O)N(C)C)nc4ccc(Cl)cn34)[nH]c2cc1C | -3 | -6.4%
COc1ccc(C(=O)N/N=C(\c2ccccc2)c2ccccn2)cc1 | -17 | -1.3%
CC(=O)C1=C(C)N(c2ccccc2)C(=O)C1(NS(=O)(=O)c1ccc(N)cc1)C(F)(F)F (stereo not given) | -4 | -2.2%
O=C(NC1CC1)C1=C[C@@H](c2csc3ccccc23)C[C@@H](OCc2ccc(CO)cc2)O1 | x | 1.6%
O=C(Nc1cccc(S(=O)(=O)N2CCCC2)c1)c1ccc2ccccc2n1 | -6 | -4.6%
COCN(C#N)c1nc(OC)nc(OC)n1 | 3 | 2.4%
CCCc1cc(=O)oc2cc(OCC(=O)Nc3ccc4c(c3)OCCO4)ccc12 | x | 1.7%
The list goes on:
SMILES | Mtb RmlCD inh | M. tuberculosis GlmU
COc1ccc([N+](=O)[O-])cc1N(CC(=O)N1CCCCC1)S(C)(=O)=O | x | -3.4%
CN(CCN1CCOCC1)Cc1nc(-c2cccs2)no1 | 10 | 1.2%
CCCCC(CC)C(=O)Nc1ccc(Cl)cn1 (stereo not given) | x | 0.4%
O=C(Nc1ccccn1)c1cccc(S(=O)(=O)N2CCOCC2)c1 | x | -3.4%
O=C(c1cccnc1)c1cccnc1 | 59 | 1.9%
Cc1ccc(NC(=O)Cn2cccc2)cc1Cl | 92 | 5.1%
Cc1sc2nc(CSCC(=O)N(CCC#N)c3ccccc3)[nH]c(=O)c2c1C | 12 | -3.6%
CN1/C(=C/C=N/NC(=O)c2ccc([N+](=O)[O-])cc2)C(C)(C)c2ccccc21 | 5 | -4.9%
S=C(NC1CCCC1)N1CCN(c2cccc(Cl)c2)CC1 | -9 | 1.6%
N#Cc1cccc(NC(=O)Nc2cccs2)c1 | -6 | 1.9%
Cc1ccc(C)c(NS(=O)(=O)c2cc(C(N)=O)ccc2C)c1 | -1 | 2.9%
CCc1nnc(NC(=O)CSc2nnc(C)n2CC2CCCO2)s1 (stereo not given) | 4 | -3.3%
CCN(CC)C(=O)CN(c1cccc(C(F)(F)F)c1)S(C)(=O)=O | x | 2.4%
Cc1ccc(Oc2ccc(Cl)cc2NC(=O)c2cnccn2)cc1 | -3 | -1.2%
COc1cccc(C(=O)c2c[nH]c(C(=O)NCc3ccco3)c2)c1 | 10 | 3.8%
FC(F)(F)COc1nc(N2CCOCC2)nc(N(c2ccccc2)c2ccccc2)n1 | x | 4.3%
COc1cc(-c2nnc(SCC(=O)Nc3cc(C)on3)n2C)cc(OC)c1O | 13 | 3.6%
CCOC(=O)C(C)Sc1ncc(-c2ccccc2)cn1 (stereo not given) | 60 | -5.5%
O=C(C1=NN[C@@H]2C(=O)N(c3cccc(F)c3)C(=O)[C@H]12)C(c1ccccc1)c1ccccc1 | 8 | 2.3%

Not a retest: an excerpt of the list.
SMILES | Mtb RmlCD inh | M. tuberculosis GlmU
CCOC(=O)C(C)Sc1ncc(-c2ccccc2)cn1 (stereo not given) | 60 | -5.5%
O=C(C1=NN[C@@H]2C(=O)N(c3cccc(F)c3)C(=O)[C@H]12)C(c1ccccc1)c1ccccc1 | 8 | 2.3%

Compound activity deposited in PubChem by several laboratories.

This is a subset, so the mix of outcomes need not match the whole.
